Screens: PubChem BioAssay, Southern Research Specialized Biocontainment Screening Center
inhibitors of VEEV = inhibitors of VEEV TC-83 cytopathic effect, confirmation, Vero cells (AID 588727) | Vero cells, VEEV TC-83 cytopathic effect inhibition; higher % means a stronger effect | inhibition, % at 20 µM, or IC50 in µM where a hit was titrated | 350,000 compounds, 0.13% hits; in the data active = a potency from the dose series; inconclusive = inhibition mostly from about 14% at the one dose, without a potency; inactive = the rest, 99 in 100 with inhibition below about 12%; note: strong numbers were not always called active
PhoP GFP inhibition = PhoP regulon inhibitors, Salmonella typhi PhoP promoter GFP reporter, confirmatory (AID 1850); 310,000 compounds, 0.33% hits; inhibition, % at 50 µM, or IC50 in µM where a hit was titrated; Salmonella Typhi PhoP-promoter GFP reporter, fluorescence, 4 h; higher % means a stronger effect; in the data active = a potency from the dose series; inconclusive = inhibition mostly from about 25% at the one dose, without a potency; inactive = the rest, 99 in 100 with inhibition below about 19%;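 note: 0% = induced wells with vehicle and 100% = uninduced wells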
influenza NS1A = H1N1 influenza NS1A inhibitors, functional cell based assay (AID 504329); NS1A functional cell-based assay, percent inhibition; higher % means a stronger effect; one-dose inhibition, % at 12.5 µM; IC50 in µM for titrated hits; 340,000 compounds, 0.3% hits; in the data active = a potency from the dose series; inconclusive = inhibition above about 27% without an active follow-up result; note: strong numbers were not always called active
M. tuberculosis HTS = M. tuberculosis growth inhibition, HTS (AID 449762); M. tuberculosis H37Rv growth inhibition, 7H9 media; higher % means a stronger effect; inhibition, % at 25 µM, or IC50 in µM where a hit was titrated; 330,000 compounds, 0.59% hits; in the data active = a potency from the dose series; inconclusive = inhibition above about 70% without an active follow-up result;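 note: bacterial growth assessed after seven days of incubation; strong numbers were not always called active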
M. tuberculosis = growth inhibition of non-replicating M. tuberculosis (AID 488890); Mycobacterium tuberculosis non-replicating, growth inhibition; higher % means a stronger effect; inhibition, % at 25 µM; hits with a dose series show IC50 in µM; 320,000 compounds, 0.39% hits; in the data active = a potency from the dose series; inconclusive = inhibition mostly from about 82% at the one dose, without a potency; inactive = the rest, 99 in 100 with inhibition below about 76%;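 note: plate controls were DMSO cells for no effect and high antibiotic wells for full effect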
* hit, by the source's call; i = inactive; ? = inconclusive; nt = not tested or not shown.

SMILES	inhibitors of VEEV	PhoP GFP inhibition	influenza NS1A	M. tuberculosis HTS	M. tuberculosis
Cc1ccc(OCC(=O)N2CCN(Cc3cccnc3)CC2)cc1	1.8%	-18%	-4%	-5%	-16%
Cc1ccc(C(=O)CNc2ccc(C)c(Cl)c2)cc1	1.5%	-5%	-10%	?	?
O=C(COC(=O)CN1C(=O)COc2ccccc21)NCc1ccc(F)cc1	0.2%	13%	-7%	1%	-8%
CC(C)c1ccccc1NC(=S)NC(=O)C1CCCCC1	2.0%	nt	-5%	1%	?
CCc1ccc2nc(SCC(=O)Nc3nnc(C)s3)c(C)cc2c1	13%	11%	-6%	1%	2%
COc1ccc(OCc2cc(C(=O)N3CCC(c4ccccc4)CC3)no2)c(Cl)c1	i	-12%	20%	-3%	3%
COC(=O)CCCCCCCC(=O)Nc1nnc(C(F)(F)F)s1	3.6%	-12%	10%	-1%	80%
CCOc1ccc(N2C(=O)NC(Cc3c[nH]c4ccccc34)C2=O)cc1 (configuration not stated)	0.2%	13%	-2%	-3%	-3%
O=C(O)/C=C\C(=O)Nc1ccccc1N1CCN(c2ccccc2)CC1	0.6%	-6%	-1%	0%	13%
CCc1ccc(/C=N/n2c(C)cc(C)c(C#N)c2=O)cc1	i	-5%	0%	-2%	-3%
Cc1cc(C)cc(OCC(=O)OCC(=O)NC2CCCCCCC2)c1	1.3%	1%	-17%	3%	27%
O=C(O)CSC(=S)N1CCCCC1	i	0%	-1%	-7%	1%
COc1ccc(NC(=O)CSc2nnc(Cc3cccn3C)n2-c2ccc(F)cc2)cc1OC	0.6%	-2%	7%	-2%	11%
O=C(O)C1C2CCC(C2)C1C(=O)Nc1cc(F)ccc1F (configuration not stated)	4.4%	2%	9%	1%	2%
O=C(c1ccc2c(=O)n3c(nc2c1)CCCCC3)N1CCN(c2ccc([N+](=O)[O-])cc2)CC1	1.1%	1%	10%	17%	26%

An excerpt from above in order of number of heavy atoms, low to high:
SMILES	inhibitors of VEEV	PhoP GFP inhibition	influenza NS1A	M. tuberculosis HTS	M. tuberculosis
Cc1cc(C)cc(OCC(=O)OCC(=O)NC2CCCCCCC2)c1	1.3%	1%	-17%	3%	27%
O=C(O)/C=C\C(=O)Nc1ccccc1N1CCN(c2ccccc2)CC1	0.6%	-6%	-1%	0%	13%
O=C(COC(=O)CN1C(=O)COc2ccccc21)NCc1ccc(F)cc1	0.2%	13%	-7%	1%	-8%

(more compounds)
SMILES	inhibitors of VEEV	PhoP GFP inhibition	influenza NS1A	M. tuberculosis HTS	M. tuberculosis
O=C(NCc1ccccn1)c1nn(-c2ccccc2)c(=O)c2ccccc12	2.3%	3%	-8%	-1%	-17%
NNC(=O)c1csc(-c2ncc(C(F)(F)F)cc2Cl)n1	?	-5%	nt	44%	4%
O=P(NS(=O)(=O)c1ccccc1)(Oc1ccccc1)Oc1ccccc1	1.0%	15%	-19%	0%	0%
CC(=O)N1CCN(c2ccc(NCc3ccc(Br)o3)cc2)CC1	0.2%	nt	6%	-7%	29%
NS(=O)(=O)c1ccc(CCNC(=O)c2cc3ccccc3s2)cc1	i	6%	6%	4%	25%
CCCSC1=N/C(=C\c2ccsc2)C(=O)S1	9.4%	-27%	-15%	1%	?
Cc1ccc(O)c(-c2cc(C(=O)NCc3ccccc3)[nH]n2)c1	0.8%	-3%	-2%	-9%	-29%
O=C(Nc1nccs1)C1=COCCO1	2.0%	nt	-3%	5%	-3%
Cc1cc(C)c(NC(=O)CNC(=O)CN2C(=O)NC3(CCCc4ccccc43)C2=O)c(C)c1 (configuration not stated)	3.0%	-4%	-11%	-1%	15%
CSc1nnc(-c2ccccc2N=Cc2c(C)[nH]n(-c3ccc4ccccc4c3)c2=O)c(=O)[nH]1	0.6%	-4%	6%	4%	2%
O=C(CS(=O)CC(=O)N(c1ccccc1)C(C(=O)NC1CCCC1)c1cccs1)Nc1ccc(F)cc1 (configuration not stated)	i	-6%	1%	-2%	-6%
COc1cc(NC(=O)c2ccco2)c(OC)cc1NC(=O)Nc1cccc(Cl)c1	i	-4%	-7%	-3%	2%
Cc1cccc(C)c1OCc1cc(C(=O)N2CCNC(=O)C2)no1	0.7%	2%	-2%	0%	-11%
O=C(C[n+]1cccc(O)c1)Nc1ccc(Br)cc1	0.6%	-5%	-10%	8%	3%
CCOc1ccc2nc(NC(=O)C3CCCN(S(=O)(=O)c4cccs4)C3)sc2c1 (configuration not stated)	6.5%	0%	-1%	59%	40%

Part of the list above, set out differently.
molecule,inhibitors of VEEV,PhoP GFP inhibition,influenza NS1A,M. tuberculosis HTS,M. tuberculosis
O=C(NCc1ccccn1)c1nn(-c2ccccc2)c(=O)c2ccccc12,2.3%,3%,-8%,-1%,-17%
NNC(=O)c1csc(-c2ncc(C(F)(F)F)cc2Cl)n1,?,-5%,nt,44%,4%

Back to the main list, starting 3 compounds before the break.
SMILES	inhibitors of VEEV	PhoP GFP inhibition	influenza NS1A	M. tuberculosis HTS	M. tuberculosis
Cc1cccc(C)c1OCc1cc(C(=O)N2CCNC(=O)C2)no1	0.7%	2%	-2%	0%	-11%
O=C(C[n+]1cccc(O)c1)Nc1ccc(Br)cc1	0.6%	-5%	-10%	8%	3%
CCOc1ccc2nc(NC(=O)C3CCCN(S(=O)(=O)c4cccs4)C3)sc2c1 (configuration not stated)	6.5%	0%	-1%	59%	40%
COC(=O)C1=CO[C@@H](C)[C@H]2CN3CC[C@]4(C(=O)Nc5ccccc54)[C@@H]3C[C@H]12	0.1%	-2%	-3%	-2%	8%
CS(=O)(=O)N(CC(=O)Nc1ccccc1)c1cccc(Cl)c1Cl	1.6%	-2%	-8%	-2%	-20%
Cc1ccc(Cl)cc1N1CCN(C(=O)C2CCC(=O)N2C(C)C)CC1 (configuration not stated)	1.4%	-5%	-5%	0%	nt
Cc1ccc(-n2c(SCC(=O)NCc3ccco3)nnc2-c2cccnc2)cc1	0.6%	-8%	11%	-2%	2%
COc1ccc(C(=O)/C=C/c2ccc(O)cc2)cc1	7.1%	16%	2%	-3%	55%
CNCC[C@H](Oc1ccc(C(F)(F)F)cc1)c1ccccc1	i	15%	-8%	16%	62%
Cn1c(N)c(C(=O)COC(=O)c2ccccc2C(=O)c2ccccc2)c(=O)n(C)c1=O	0.9%	nt	-8%	-15%	2%
Nc1nonc1-n1nnc(C(=O)N/N=C/c2ccc(Br)cc2)c1CN1CCOCC1	i	1%	8%	7%	7%
C/C(=N\N=C1/SC(CC(=O)O)C(=O)N1c1ccccc1)c1ccc(C)cc1 (configuration not stated)	0.6%	-19%	-2%	-3%	-22%
COc1cccc(NC(=O)CN(C)C(=O)c2ccc(OCC3CCCO3)cc2)c1 (configuration not stated)	2.3%	nt	0%	nt	nt
CCOC(=O)c1cn(CC)c2cc(Cl)c([N+](=O)[O-])cc2c1=O	0.7%	-10%	-1%	10%	9%
N#CCCN(C(=O)CSc1ccc2c(c1)OCCO2)c1ccc(F)cc1	1.2%	-9%	3%	-7%	10%
Cc1sc2nc(SCC(=O)NCCOCCO)nc(N)c2c1C	0.8%	5%	4%	-8%	-7%
CC(Sc1ncnc2c1cnn2-c1ccccc1)C(=O)Nc1ccc(N2CCOCC2)cc1 (configuration not stated)	0.1%	nt	5%	-4%	-6%
CCCNC(=O)Cn1cccc1C(=O)c1ccccc1	i	11%	-24%	0%	-14%

Brought forward from above: 7 compounds, followed by the next part.
SMILES	inhibitors of VEEV	PhoP GFP inhibition	influenza NS1A	M. tuberculosis HTS	M. tuberculosis
C/C(=N\N=C1/SC(CC(=O)O)C(=O)N1c1ccccc1)c1ccc(C)cc1 (configuration not stated)	0.6%	-19%	-2%	-3%	-22%
COc1cccc(NC(=O)CN(C)C(=O)c2ccc(OCC3CCCO3)cc2)c1 (configuration not stated)	2.3%	nt	0%	nt	nt
CCOC(=O)c1cn(CC)c2cc(Cl)c([N+](=O)[O-])cc2c1=O	0.7%	-10%	-1%	10%	9%
N#CCCN(C(=O)CSc1ccc2c(c1)OCCO2)c1ccc(F)cc1	1.2%	-9%	3%	-7%	10%
Cc1sc2nc(SCC(=O)NCCOCCO)nc(N)c2c1C	0.8%	5%	4%	-8%	-7%
CC(Sc1ncnc2c1cnn2-c1ccccc1)C(=O)Nc1ccc(N2CCOCC2)cc1 (configuration not stated)	0.1%	nt	5%	-4%	-6%
CCCNC(=O)Cn1cccc1C(=O)c1ccccc1	i	11%	-24%	0%	-14%
O=C(NCc1ccccc1)C1CC(=O)N(C2CCCCC2)C1 (configuration not stated)	1.5%	-6%	11%	1%	-12%
Cn1nnc2cc(C(=O)N3CCN(c4ccccn4)CC3)ccc21	i	12%	-9%	-11%	-18%
O=C1CCN(Cc2ccc(O)cc2)CCN1CCO	i	-10%	-1%	-4%	2%
CCc1nc2c(c(=O)c3ccccc3n2C)c(=O)n1CCc1ccc(OC)cc1	nt	-6%	nt	7%	26%
O=C(CN1CCCC1)Nc1c2c(cc3c1CCC3)CCC2	1.6%	-1%	7%	-4%	-1%
Cc1cccn2c(=O)c3cc(C(=O)NCCN4CCOCC4)n(C)c3nc12	4.5%	-3%	-8%	8%	-10%
COc1ccc(C(CNC(=O)COc2ccccc2C#N)N2CCOCC2)cc1 (configuration not stated)	1.4%	2%	-1%	2%	-7%
C=CCN(c1ccccc1)S(=O)(=O)c1cccc2cccnc12	9.7%	23%	23%	-2%	19%
COc1ccc(CCC(=O)OCC(=O)N2CCN(S(=O)(=O)c3ccc(C)cc3C)CC2)cc1	0.7%	nt	0%	4%	-6%
CCC1CCC2(CC1)NC(=O)N(CC(=O)NCc1ccc(Cl)cc1)C2=O (configuration not stated)	0.9%	nt	-7%	-5%	2%
Cc1noc(C)c1C(=O)OCC(=O)N1CCN(S(=O)(=O)c2ccc3ccccc3c2)CC1	0.1%	7%	-4%	1%	3%
Cc1ccc2cccc(S(=O)(=O)N3CCCc4ccccc43)c2n1	0.5%	0%	-7%	-5%	15%
COc1ccc(CNc2ncccn2)cc1OC	1.0%	-20%	0%	1%	13%
COc1cc(OC)cc(-c2c(C#Cc3ccsc3)c3cc(-c4ccc5c(c4)OCCO5)ccc3n2C)c1	1.6%	nt	0%	-6%	-3%
Cc1noc(C)c1COc1ccccc1C(=O)N1CCN(S(=O)(=O)c2ccccc2Br)CC1	?	nt	-1%	nt	nt
O=C(N/N=C/c1ccc2c(c1)OCO2)c1cc(-c2ccco2)nc2ccccc12	12%	nt	0%	nt	nt
O=C(Nc1ccc2c(c1)CCC2)Nc1ccccc1F	i	-4%	-8%	0%	9%
[O-][n+]1c2ccccc2c2n1CCCN=C2c1ccc(Cl)cc1	i	1%	4%	4%	44%
CCn1c(SCC(=O)Nc2nc(C)c(C)s2)nnc1-c1cccnc1	4.0%	-6%	-3%	-2%	10%
CCCCCC(=O)NC(=S)Nc1ccc2oc(=O)ccc2c1	0.6%	9%	3%	8%	76%
C=CCn1cnc2c(oc3ccccc32)c1=O	0.3%	4%	-1%	0%	2%
CCOC(=O)[C@@H]1[C@H]2COc3ccccc3[C@@H]2N2C(=O)N(c3ccc(C)cc3)C(=O)[C@]12C	i	9%	3%	-1%	25%
CC1CCCCC1NS(=O)(=O)c1ccc(-n2cnnn2)cc1 (configuration not stated)	0.8%	4%	20%	-7%	0%
Cc1cc2oc(=O)sc2cc1NS(=O)(=O)c1cccc2cccnc12	0.4%	13%	-11%	4%	14%
